# H9c2 TAG inh = triacylglycerol accumulation inhibition; AID 651582; inhibition, % at 12.5 µM; 0.66% of 230,000 active; H9c2 cells, Nile Red lipid (TAG) fluorescence; cells loaded with 200 µM oleic acid;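 active = pattern-corrected inhibition of lipid staining of at least 50% with the nuclear-stain viability signal not falling by more than 50%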;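 also: 0% = DMSO wells and 100% = triacsin C control wells; some results filed as inactive read as strong as hits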
# H9c2 TAG inh DAPI viability = second read-out of H9c2 TAG inh, no call of its own (marks repeat the call); DAPI nuclei signal change (viability), lower = more cytotoxic, %;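 whole-well DAPI fluorescence read on a plate reader as a viability signal; minus 50 percent equals half of cells still viable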
# Numbers without * were called inactive. This is a subset; count on the stated rates, not on these rows.
SMILES,H9c2 TAG inh,H9c2 TAG inh DAPI viability
CC(OC(=O)C1CSC2(C)CCC(=O)N12)C(=O)Nc1ccc(F)cc1 (stereo unspecified),-1,-5
CCOC(=O)C1(C)CCCN(C(=O)c2ccc3c(c2)OCO3)C1 (stereo unspecified),23,-12
C=CCNc1ncnc2c1ncn2[C@H]1CN(C2CCCC2)C[C@@H](CO)O1,9,-7
CCCN=C1N(C)C[C@@H]2[C@@H]3C(=O)N(C)C(=O)[C@@H]3[C@](Cc3ccccc3)(C(=O)OC)N12,1,4
COC(=O)C(Cc1cnc(Cl)s1)(C(=O)OC)c1ccccc1[N+](=O)[O-],-7,0
CCOC(=O)n1c(=O)n(C)c2ccc(Br)cc21,-2,-5
O=C1/C(=C\c2ccc(O)c(O)c2)N=C2CCCCCN12,13,-3
O=C(O)CCCC(=O)Nc1cccc(C(=O)Nc2ccccc2C(=O)O)c1,1,-10
COc1ccc(S(=O)(=O)N2CCOCC2)cc1NC(=O)CN1CCCCCC1,49,-39
COc1ccc(S(=O)(=O)N2CC(=O)Nc3ccccc32)cc1C,-3,-5
CCOC(=O)c1[nH]c(C)c(C(=O)OCC(=O)NCc2ccc(OC)c(OC)c2)c1C,28,2
N#Cc1ccccc1Cn1c(=O)n(C2CCCC2)c(=O)c2ccccc21,14,2
CN(C(=O)/C=C/c1ccc2c(c1)OCO2)c1ccccc1,1,-4
Cc1cc(C)c(S(=O)(=O)Nc2ccccc2C(=O)N2CCOCC2)c(C)c1,4,3
Cc1ccc(C)c(S(=O)(=O)N2CCN(C(=O)Cn3[nH]c(=O)c4ccccc4c3=O)CC2)c1,1,-6
O=C(NCC1CCCO1)C(Cc1ccccc1)N1C(=O)C2C3C=CC(C4CC34)C2C1=O (stereo unspecified),-3,6
O=C(NCc1ccccn1)C1CCN(S(=O)(=O)c2ccc(Br)cc2)CC1,1,0
COc1ccc(S(=O)(=O)N2CCN(C(C)C(=O)Nc3ccc(C(C)C)cc3)CC2)cc1 (stereo unspecified),2,-1
C/C(=N\NC(=O)c1ccc(OC2CCCC2)cc1)c1ccc(O)cc1,3,2
NNC(=O)Cn1nc(Cc2ccccc2)n(N)c1=O,1,-5
C=CCn1c(COc2ccc(F)cc2)nnc1SCC(=O)NC1CC1,-7,-2
Cc1nn(C)cc1/C=C1\SC(=S)NC1=O,-17,8
O=C(NC(=S)N1CCCCC1)c1cccnc1,3,-6
O=S(=O)(NCc1ccccc1)c1cccs1,15,-1
COc1ccc(/C=N/NC(=O)c2ccc(Br)cc2)c(OC)c1,-9,-15
SMILES,H9c2 TAG inh,H9c2 TAG inh DAPI viability
CSc1ncccc1C(=O)OCC(=O)NCCc1ccccc1,-21,1
COC(=O)c1cc(-c2ccc(S(=O)(=O)N3CCCC(C)C3)cc2)c(C(F)(F)F)s1 (stereo unspecified),-9,3
CC(=O)c1c(C)[nH]c(C(=O)NCCc2ccccc2)c1C,-2,-3
O=C(CSc1ccccc1F)OCC(=O)N1CCN(C(=O)c2ccco2)CC1,9,-1
COc1ccc(Nc2cc(C)nc3nc(C)nn23)c(OC)c1,9,0
O=C(c1ccc(N2CCCCC2)c([N+](=O)[O-])c1)N(Cc1ccccc1)c1ccccn1,8,-4
C/C(=N\NC(=S)Nc1ccccc1C)c1cc2ccccc2o1,20,-5
CCC(C)(C)c1nnc(NC(=O)CCC2CCCCC2)s1,0,5
COc1ccc(Cl)cc1NC(=O)C(C)OC(=O)C1=NNC(=O)CC1 (stereo unspecified),8,38
Cc1ccc(CNC(=O)CN(C(=O)N2CCN(C)CC2)S(=O)(=O)c2ccc(C)cc2)cc1,11,0
COc1ccc(C(=O)Nc2cccc(-c3ccc(N4CCOCC4)nn3)c2)cc1,7,3
C=CCn1c(SCc2ccc3c(c2)OCO3)nc2scc(-c3ccco3)c2c1=O,-3,-2
CCOC(=O)c1sc2nc(C3CC3)cc(-c3ccc(OC)cc3)c2c1N,18,8
COc1cc(/C=N/Nc2ccccn2)cc(OC)c1O,10,-6
CCOC(=O)CCNC(=O)N1CCCC(Cc2ccccc2)(C(=O)OCC)C1 (stereo unspecified),11,-6
CN1C2Cc3c(n(C)c4ccccc34)C1CC=C2CO (stereo unspecified),6,1
O=C(O)c1ccc(N=Nc2c(O)[nH]c3cc(Cl)ccc23)cc1,-7,7
N/C(=N\OC(=O)C1CCCCC1)c1cccc(Br)c1,9,7
CN(Nc1cccc(Cl)c1)c1cccc(Cl)c1,7,-6
CCCCn1nc(C(=O)N(CC(C)C)c2c(N)n(CCCC)c(=O)[nH]c2=O)c2ccccc2c1=O,9,1
CCCc1nc(SCc2cccnc2)c2c(=O)n(C)c(=O)n(C)c2n1,6,7
CCOc1ncccc1C(=O)NCc1ccc(OC)c(OC)c1,5,-1
COc1cccc(Nc2ccccc2C(=O)O)c1,5,0
O=C1CC2(CCN(C(=O)COc3ccccc3F)CC2)Oc2ccccc21,-1,1
CC(C)(C)c1ccc(C(=O)N2CCN(C(=O)C3CCCCC3)CC2)cc1,1,-5

# Arranged by number of heavy atoms (largest number first): some entries from above
SMILES,H9c2 TAG inh,H9c2 TAG inh DAPI viability
CCCCn1nc(C(=O)N(CC(C)C)c2c(N)n(CCCC)c(=O)[nH]c2=O)c2ccccc2c1=O,9,1
Cc1ccc(CNC(=O)CN(C(=O)N2CCN(C)CC2)S(=O)(=O)c2ccc(C)cc2)cc1,11,0
O=C(c1ccc(N2CCCCC2)c([N+](=O)[O-])c1)N(Cc1ccccc1)c1ccccn1,8,-4
COc1ccc(C(=O)Nc2cccc(-c3ccc(N4CCOCC4)nn3)c2)cc1,7,3
O=C(CSc1ccccc1F)OCC(=O)N1CCN(C(=O)c2ccco2)CC1,9,-1
O=C1CC2(CCN(C(=O)COc3ccccc3F)CC2)Oc2ccccc21,-1,1
CC(C)(C)c1ccc(C(=O)N2CCN(C(=O)C3CCCCC3)CC2)cc1,1,-5
CCCc1nc(SCc2cccnc2)c2c(=O)n(C)c(=O)n(C)c2n1,6,7
COc1ccc(Cl)cc1NC(=O)C(C)OC(=O)C1=NNC(=O)CC1 (stereo unspecified),8,38
CCOc1ncccc1C(=O)NCc1ccc(OC)c(OC)c1,5,-1
O=C(O)c1ccc(N=Nc2c(O)[nH]c3cc(Cl)ccc23)cc1,-7,7
CCC(C)(C)c1nnc(NC(=O)CCC2CCCCC2)s1,0,5
COc1cc(/C=N/Nc2ccccn2)cc(OC)c1O,10,-6
N/C(=N\OC(=O)C1CCCCC1)c1cccc(Br)c1,9,7
COc1cccc(Nc2ccccc2C(=O)O)c1,5,0
CN(Nc1cccc(Cl)c1)c1cccc(Cl)c1,7,-6

# The results go on:
SMILES,H9c2 TAG inh,H9c2 TAG inh DAPI viability
Cn1c(SCC(=O)Nc2ccccc2)nnc1-c1ccc(NC(=O)CCc2ccccc2)cc1,4,4
COc1ccc(-c2nnc(SC(C)C#N)o2)cc1 (stereo unspecified),3,5
C/C=C/c1ccc(OCC(=O)Nc2cc(Cl)ccc2-n2cncn2)c(OC)c1,-28,4
CCCc1cc(=O)oc2cc(OCc3cc(OC)c(OC)c(OC)c3)c(Cl)cc12,-5,0
CN(CCOc1ccccc1)S(=O)(=O)c1ccccc1C#N,21,-5
CCOc1cccc2sc(NC(=O)CCS(=O)(=O)c3ccccc3)nc12,7,-9
COc1ccccc1CN(C)CC(=O)Nc1cccc(S(=O)(=O)N2CCCC2)c1,-59,4
Cc1cc(NC(=O)CSc2ncnc3sccc23)no1,3,-3
Fc1ccc(Nc2nc3ccccc3s2)cc1,-14,8
Cc1cc(CN(C)C(=O)c2ccc3nc(Cc4ccccc4F)oc3c2)n[nH]1,4,-1
Cc1c(Cl)cccc1NC(=O)CCCCCN1C(=O)CCC1=O,-7,-2
COc1cc(Cl)ccc1OCc1cc(C(=O)N(C)CCc2c(C)n[nH]c2C)no1,-4,0
Cc1cc(C(=O)CN2C(=O)C(=O)N(C3CCCC3)C2=O)c(C)n1CCc1ccc(F)cc1,-20,0
COc1ccc(Cl)cc1NC(=O)CN(C)C(=O)c1sc2ccccc2c1Cl,-59,2
CC(O)(c1ccc(Cl)cc1)C(c1ccccc1)c1ccccn1 (stereo unspecified),-14,6
Cc1noc(C)c1-c1ccc(C(=O)NCC(C)C)c2occc12,21,-12
CNC(=S)N/N=C/c1c(C)cccc1Cl,9,-4
CC[C@]12c3[nH]c4ccc(Cl)cc4c3CCN1C(=O)[C@@H](CC(=O)NCCCN(C)C)C[C@@H]2C(=O)N1CCN(C(=O)C2CC2)CC1,7,6
N#Cc1ccccc1NC(=O)c1ccc2c(c1)OCO2,9,-7
CC(C)(C)c1cc[n+](CC(=O)Nc2cc(C(F)(F)F)ccc2N2CCOCC2)cc1,8,1
Cc1c(NC(=O)/C(=C\c2ccccc2)NC(=O)c2ccccc2)c(=O)n(-c2ccccc2)n1C,4,-4
CSCC(=O)Nc1ccc(F)c(Cl)c1,-2,7
Cc1sc2ncnc(N3CCC(C(=O)NNC(=O)COc4cccc(C(F)(F)F)c4)CC3)c2c1C,19,-1
Cc1nnc(NC(=O)CN2CCN(Cc3ccccc3)CC2)s1,0,0
CC(C)CC(=O)Nc1ccc(Oc2ccc(NC(=O)CC(C)C)cc2)cc1,7,-3
SMILES,H9c2 TAG inh,H9c2 TAG inh DAPI viability
COc1ccc(C(=O)N/N=C/c2sc(N3CCOCC3)nc2-c2ccccc2)cc1OC,2,0
COc1ccc2sc(-c3ccc(SC)cc3)c(/C=C/c3ccc(OC)c(OC)c3)c2c1,22,62
CCNc1nc(NCC)nc(N/N=C(\C)c2ccc(OC)cc2)n1,-2,15
CC(=O)c1ccc(N2CCN(C(=S)Nc3ccccc3C(F)(F)F)CC2)cc1,-4,-6
Nc1nc(CN2CCN(c3ccc(F)cc3)CC2)nc(N2CCCc3ccccc32)n1,-12,8
COc1cccc(NC(=O)C2CCCN(S(=O)(=O)c3cccc4nonc34)C2)c1 (stereo unspecified),-10,-4
CC(=O)Nc1ccc(NC(=O)C(C)Sc2nc3nc(C)cc(C)n3n2)cc1 (stereo unspecified),-9,-1
CC(=O)N1C[C@H]2CON(C)[C@H]2C[C@H]1c1ccc(-c2ccc(C#N)cc2)cc1,-6,-6
c1ccc(C2(CN3CCNC[C@H]3Cc3cccc4ccccc34)CC2)cc1,34,-18
CC1CCN(C(=O)CN(CCc2ccccc2)S(C)(=O)=O)CC1,-5,-11
COc1ccccc1N1CCN(c2nc3ccccc3nc2C(C#N)C(=O)OC(C)C)CC1 (stereo unspecified),21,-3
CCc1nn(-c2cc(Oc3ccccc3)nc(-c3ccccc3)n2)c(N)c1C#N,6,2
Cc1ccc(NC2CCCN(C(=O)CCCN3CCCCC3=O)C2)cc1C (stereo unspecified),-5,9
Cc1ccc(C)c(N(C)C(=O)COc2cc(=O)n(C)c3ccccc23)c1,3,-5
O=C(CN(Cc1ccccc1C(F)(F)F)C(=O)CNC(=O)c1ccco1)NC1CCCC1,2,6
Cc1nc(Cc2ccccc2)sc1CC#N,-6,-4
Cc1cccc(NC(=O)c2nc[nH]c2C(=O)N2CCN(C(=O)OC(C)(C)C)CC2)c1,14,-1
Cc1csc(=O)n1CCC(=O)OCC(=O)NNC(=O)c1ccc(Br)cc1,5,6
CCc1ccc(Cn2nnc(C(=O)Nc3ccc(OC)cc3OC)c2N)cc1,-46,-6
COc1ccc(C2NC(=O)c3sc(=S)n(-c4ccccc4)c3N2)cc1 (stereo unspecified),3,3
O=C(NNC(=O)C1CCN(Cc2ccc(Cl)c(Cl)c2)CC1)c1cccs1,10,-4
O=C(C=Cc1ccc2c(c1)OCO2)C1CC1,4,-2
COCCCNC(=O)c1ccc(-c2nc3ccccc3nc2-c2ccccc2)cc1,0,0
OC[C@@H]1CN(Cc2ccc(Cl)cc2)C[C@H](n2cnc3c(NCc4ccc(F)cc4)ncnc32)O1,20,-11
O=C(Nc1ccc(-c2nc3cccnc3s2)cc1)c1ccc(Cl)nc1,-8,14

# Overlap with the part before: two entries; new compounds follow.
SMILES,H9c2 TAG inh,H9c2 TAG inh DAPI viability
OC[C@@H]1CN(Cc2ccc(Cl)cc2)C[C@H](n2cnc3c(NCc4ccc(F)cc4)ncnc32)O1,20,-11
O=C(Nc1ccc(-c2nc3cccnc3s2)cc1)c1ccc(Cl)nc1,-8,14
CC1(C)CC2CC(C)(CN2C(=O)COC(=O)c2cccc([N+](=O)[O-])c2)C1 (stereo unspecified),-4,-1
COc1ccccc1/C=C/C(=O)Nc1ccc(N2CCOCC2)cc1,4,5
Cc1onc(-c2ccccc2Cl)c1C(=O)Nc1cccc(S(=O)(=O)NC2=NCCC2)c1,6,-5
CC(C)c1nnc(NC(=O)c2cccc(NC(=O)C(F)(F)F)c2)s1,9,-1
O=C(NC1CCCC1)c1ccc2c(c1)S(=O)(=O)c1ccccc1C2=O,0,-3
COc1ccccc1NC(=O)Nc1nc(C(C)(C)C)cs1,13,2
COCCN(C(=O)COC(=O)CCC(=O)c1cccs1)c1c(N)n(Cc2ccccc2)c(=O)[nH]c1=O,7,2
N#Cc1ccc(C2=CC(=O)C[C@H](c3ccc(Cl)cc3)C2)cc1,-12,-12
CCOc1ccccc1-n1nnnc1SCC(=O)NC(=O)NCc1ccco1,10,-15
C[C@@H]1CCCCO[C@@H](CN(C)S(=O)(=O)c2ccc(Cl)cc2)[C@@H](C)CN([C@H](C)CO)C(=O)c2cc(N(C)C)ccc2O1,10,-6
Cc1ccc(CSCC(=O)N(C)CC(=O)Nc2ccc(Br)cc2C)cc1,-19,-10
CCOC(=O)c1sc(C)nc1C1CCN(C(=O)OCC)CC1,-34,17
O=C(OCc1nnc(-c2ccccc2)o1)c1ccc2c(c1)C(=O)N(CCc1ccccc1)C2=O,-5,-3
Cc1csc(SCC(=O)Nc2nccs2)n1,7,-2
CC[n+]1c(C=C2C=C(C)OC(C)=C2)sc2ccccc21,-28,-10

# Random excerpt: two records from the list
SMILES,H9c2 TAG inh,H9c2 TAG inh DAPI viability
CC[n+]1c(C=C2C=C(C)OC(C)=C2)sc2ccccc21,-28,-10
CCOc1ccccc1-n1nnnc1SCC(=O)NC(=O)NCc1ccco1,10,-15

# From PubChem BioAssay
